From PubChem BioAssay
TAG inh: inhibitors of triacylglycerol accumulation, primary screen, cell-based, uHTS, fluorescence, H9c2; H9c2 cells, Nile Red lipid (TAG) fluorescence; cells loaded with 200 µM oleic acid; inhibition, % at 12.5 µM; 230,000 tested, 0.66% active; AID 651582, 2012;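 active = pattern-corrected inhibition of lipid staining of at least 50% with the nuclear-stain viability signal not falling by more than 50%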;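 note: 0% = DMSO wells and 100% = triacsin C control wells; some results filed as inactive read as strong as hits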
TAG inh DAPI viability: recorded beside TAG inh, whose call it bears; DAPI nuclei signal change (viability), lower = more cytotoxic, %;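 whole-well DAPI fluorescence read on a plate reader as a viability signal; minus 50 percent equals half of cells still viable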
* marks the source's active call; other numbers are inactive results.

Order of values – TAG inh	TAG inh DAPI viability
CC(C)Cc1ccc(/C(=N/O)C(=O)O)s1
    -22.4	6.7
O=C(CN1CCN(C2CCS(=O)(=O)C2)CC1)N1N=C(c2ccc(Cl)cc2)CC1c1ccco1 (configuration not stated)
    11.2	-0.7
O=C(NCCNS(=O)(=O)c1ccccc1)c1cc(OCC(F)(F)F)ccc1OCC(F)(F)F
    42.5	-51.2
CCS(=O)(=O)N1CCN(c2ccnc3cc(Cl)ccc23)CC1
    5.1	3.4
COc1cccc(OC)c1C(=O)Nc1cccnc1
    -9.0	-0.1
Cc1cc(C(=O)NCc2ccc(F)cc2)n(-c2ccccc2)n1
    -19.1	9.0
CCOC(=O)C1=C(COC(=O)c2ccc(Br)c(S(=O)(=O)N3CCOCC3)c2)NC(=O)NC1C (configuration not stated)
    -3.0	4.4
CC(=O)N1CCN(c2ccc(NCc3ccc(-c4cccc(Cl)c4)o3)cc2)CC1
    -18.0	15.8
CC(C)NC(=O)C(=O)c1cn(C)c2ccccc12
    14.8	-12.2
N#Cc1cnn(Cc2ccccc2)c1/N=C/N1CCOCC1
    -10.1	5.7

Whole records, looked up by structure.
Shown for CCS(=O)(=O)N1CCN(c2ccnc3cc(Cl)ccc23)CC1 → TAG inh = 5.1; TAG inh DAPI viability = 3.4
Shown for CC(C)NC(=O)C(=O)c1cn(C)c2ccccc12 → TAG inh = 14.8; TAG inh DAPI viability = -12.2

The listing continues.
Order of values – TAG inh	TAG inh DAPI viability
O=C(CSc1ccccc1F)NCC(c1cccs1)N1CCOCC1 (configuration not stated)
    -26.8	-3.2
CCN(CC)C(=O)Oc1ccc(Cl)c2cccnc12
    -11.0	4.8
Cc1ccc([N+](=O)[O-])cc1NC(=O)CN(C(=O)c1ccc(Cl)cc1)C1CCCCC1
    -28.0	-0.3
CCCOc1ccc(C2C3=C(Nc4nc(N)[nH]c(=O)c42)c2ccccc2C3=O)cc1 (configuration not stated)
    8.6	3.1
CS(=O)(=O)c1ccc(C(=O)NCC(c2ccco2)N2CCCCC2)cc1 (configuration not stated)
    -3.7	5.9
O=c1oc2cc([N+](=O)[O-])ccc2nc1/C=C(\O)c1cccc(Br)c1
    11.6	-11.6
CCCCCC(=O)N1C[C@@H](O)[C@H](n2cc(COC(=O)c3ccccc3)nn2)C[C@@H]1c1ccccc1
    0.9	1.2
Clc1ccc(/C=N/Nc2ncnc3ccccc23)cc1Cl
    13.9	-4.9
O=C(/C=C/c1cccs1)Nc1nncs1
    3.9	1.3
COc1ccc(/C=C(/C#N)S(=O)(=O)c2ccc(C)cc2)cc1
    -8.5	14.9
O=C(N=C1N=C2C=CC=CN2Cc2ccccc21)c1ccc(S(=O)(=O)N2CCCC2)cc1
    -2.1	5.5
Cc1cccnc1C(c1ccc(F)cc1)N(C)C(=O)C1CCN(CCOc2ccc(Cl)cc2Cl)CC1 (configuration not stated)
    4.7	11.1
COc1ccc(CC2(CO)CCN(Cc3cccn3-c3ccccn3)CC2)cc1
    2.7	11.5
CN(c1ccccc1)S(=O)(=O)c1cccc2ccccc12
    -1.8	-0.6
Cc1ccc(OCc2nc(-c3ccccc3)no2)cc1
    3.1	-1.8
Cc1cc(C)c(NC(=O)C2CCCN2C)c(C)c1 (configuration not stated)
    -3.2	-4.6
COc1ccc(OC)c(S(=O)(=O)N2CCCC(C(=O)N3CCC(C(N)=O)CC3)C2)c1 (configuration not stated)
    5.6	0.8
COc1cccc(Nc2nc(C(N)C(C)C)cs2)n1 (configuration not stated)
    23.9	8.3
COC(=O)c1cccc(NC(=O)CCc2c(C)noc2C)c1
    6.6	2.5
Oc1ccccc1CNc1ccc2c(c1)OCCO2
    -8.7	3.8
C#CCOCCOCCOCCNc1nc(N2CCN(C(=O)CCCCCCCCCCNC(=O)[C@H](CCCCN)n3cc(CCO)nn3)CC2)nc(N2CCN(C(=O)CCCCCCCCCCNC(=O)[C@H](CCCCN)n3cc(CCCC(=O)O)nn3)CC2)n1
    -2.9	13.3
Cc1ccc(NC(=O)c2ncn(CC(=O)N3CCN(c4ccccn4)CC3)n2)cc1C
    -5.3	-5.6
CN(CC(=O)Nc1cccc(F)c1)C(=O)C1CC(=O)N(Cc2ccccc2)C1 (configuration not stated)
    5.1	-0.8
Cc1ccc2nc(Nc3nc(CSc4nnc(C)s4)cc(=O)[nH]3)nc(C)c2c1
    -2.0	-2.5
Cc1ccc(C(=O)N(Cc2ccco2)c2c(N)n(Cc3ccccc3)c(=O)[nH]c2=O)cc1
    -0.6	11.2
CCn1c(SCC(=O)N/N=C(\C)c2ccncc2)nnc1-c1ccc(C)cc1
    -1.5	2.2
O=C(COC(=O)/C=C/c1ccccc1)NNC(=O)c1ccc([N+](=O)[O-])cc1
    -3.8	-9.8
O=C(Nc1ccc2c(c1)OCCO2)NC1CCCCC1
    2.4	-5.0
COCOc1cccc(CN2CCC2(C)C(=O)Nc2cc(OC)ccc2OC)c1 (configuration not stated)
    -64.6	7.1
COc1ccccc1NC(=O)/C(C#N)=C/c1cc([N+](=O)[O-])ccc1N1CCCC1
    5.3	12.2
CCSc1nnc(NC(=O)Cn2cnc3c2c(=O)n(C)c(=O)n3C)s1
    0.7	2.1
COc1cccc2c1OCC(C(=O)O)C2 (configuration not stated)
    16.4	-15.1
S=C(Nc1ccccc1)N1CCCCCCC1
    -18.1	13.6
Cc1ccc(Cn2cccc(NC(=O)NC3CCCCC3)c2=O)cc1
    -7.4	6.5
COc1cc(NC(=O)C(C)Oc2ccccc2)ccc1NC(=O)COc1ccccc1 (configuration not stated)
    -15.4	-3.7
CC(C)c1ccc(N(CC(=O)NN=C2CCN(C)CC2)S(=O)(=O)c2ccccc2)cc1
    -15.4	16.6
NS(=O)(=O)c1ccc(CCNC(=O)C2CCN(S(=O)(=O)c3ccccc3)CC2)cc1
    -9.7	7.0
Cc1ccc(Cl)c(NC(=O)COC(=O)c2nn(-c3ccccc3)cc2O)c1Cl
    7.8	5.8
O=C(COC(=O)c1c(F)cccc1Cl)NCC1CCCCC1
    -16.4	-0.9
Cc1ccoc1C(=O)NCCNC(=O)c1occc1C
    -8.7	6.8
Cc1ccc(S(=O)(=O)N2CCCCC2)cc1NC(=O)C1CCC1
    -8.5	7.2
O=C(COC(=O)C1CCN(S(=O)(=O)c2cccc3cccnc23)CC1)c1ccc(F)cc1
    7.4	-10.8
O=C(NCCS(=O)(=O)N1CCN(c2ccccc2F)CC1)c1ccco1
    9.6	-4.1
O=C(C(Cc1ccccc1)n1cccc1)N1CCN(c2ncccn2)CC1 (configuration not stated)
    -4.8	9.6
Cc1ccc2oc(=O)c3cnn(CC(=O)N4CCCc5ccccc54)c3c2c1
    16.7	-9.6
O=C1C=C(c2ccc(-c3ccccc3)cc2)C[C@@H](c2ccc3c(c2)OCO3)C1
    9.7	-11.9
CCCC(=O)NCCCc1nc2ccccc2n1CCC
    4.9	-14.1
Nc1nn(-c2ccccc2)nc1C(=O)OCc1ccccc1F
    -4.0	14.4
COc1ccc(C(O)c2nc(/C=C/c3ccc(C(F)(F)F)cc3)cs2)cc1 (configuration not stated)
    -28.1	-4.5
CC(=O)Nc1nc2ccccc2n1CCOc1ccccc1
    7.6	-11.9

Remaining list, next part:
Order of values – TAG inh	TAG inh DAPI viability
O=C(c1ccc(F)cc1)N1CCN(c2ccc(N3CCOCC3)nn2)CC1
    6.7	-1.4
O=S(OCCN1CCOCC1)C(c1ccccc1)c1ccccc1 (configuration not stated)
    -6.9	1.8
N#CC1=C(N2CCOCC2)/C(=C\c2ccccc2)CC1
    -10.4	14.9
CCOC(=O)CSc1nc(C)[nH]c1[N+](=O)[O-]
    23.4	-2.6
Cc1onc(-c2ccccc2)c1C(=O)OCC(=O)Nc1ccccc1Cl
    -0.2	-10.1
CC1CCCC(C)N1S(=O)(=O)c1ccc(S(=O)(=O)N2CCOCC2)cc1 (configuration not stated)
    -94.1	11.1
COc1cccc(NC(=O)COC(=O)c2c(F)cccc2Cl)c1
    -10.3	9.9
O=C(CCNS(=O)(=O)c1ccc(OC(F)(F)F)cc1)N1CCN(C/C=C/c2ccccc2)CC1
    3.1	3.1
O=C(O)CCCCCNS(=O)(=O)c1ccc2c3c(cccc13)C(=O)N2
    -29.1	-6.7
c1coc(-c2ccnc3nc(-n4cccc4)nn23)c1
    -0.9	15.6
COc1cccc(OC)c1OCCCCN1CCC(Cc2ccccc2)CC1
    2.0	1.9
COc1ccc2[nH]c3c(c2c1)CCN1C(=O)C(CC(=O)NCCCn2ccnc2)C[C@H](C(=O)N(C(C)C)C(C)C)[C@@]31C (some centres not stated)
    1.1	-1.1
Oc1cccc2cc(Nc3ccccc3)cnc12
    68.9*	-22.2*
Cc1cc(Br)ccc1NC(=O)CN(C)C(=O)c1ccccc1OCc1c(C)noc1C
    6.8	1.2
COc1ccccc1C(=O)NC(=O)CSc1nnc(N)s1
    15.6	11.5
Cc1cccc(C)c1NC(=O)c1csc([C@@H]2O[C@H](CO)[C@H](O)[C@H](O)[C@H]2O)n1
    38.4	-47.6
Fc1ccc(-c2cc(C(F)(F)C(F)F)[nH]n2)cc1
    4.6	-3.6
O=C(NCCN1CCNCC1)c1ccccn1
    -22.3	5.8
Cc1ccc(C)c(N2C(=O)CC(Cc3ccc(Br)cc3)C2=O)c1 (configuration not stated)
    -8.8	-2.0
CCOc1ccccc1CN1CCNC(=O)C1CC(=O)NCCc1ccccn1 (configuration not stated)
    -10.1	1.1
CCOc1ccc(/C=N/NC(=O)c2ccc(CSc3nc4ccccc4[nH]3)cc2)cc1
    1.8	7.8
Cc1ccc(NC(=O)CN2CCCC2c2cccn2C)cc1C (configuration not stated)
    -9.3	-6.8
CC(C)(C)OC(=O)N1CC(O)CC1C(=O)OCC(=O)c1ccc(-c2ccccc2)cc1 (configuration not stated)
    7.5	-8.2
Cc1ccc(C)c(NC(=O)CSc2nnc(-c3ccccc3)n2N)c1
    -5.4	1.1
O=C(Nc1cc(Cl)cc(Cl)c1)Nc1cnccn1
    5.0	-0.8
COc1ccc(CCN2CC(C(=O)N3CCSCC3)CCC2=O)cc1 (configuration not stated)
    -16.7	4.0
CN(C(=S)NC(=O)c1ccccc1)c1c(N)n(Cc2ccccc2)c(=O)[nH]c1=O
    4.1	2.5
Cc1c(N2C(=O)CSC2=S)c(=O)n(-c2ccccc2)n1C
    6.3	-2.4
O=C(CN1c2ccccc2Sc2ccccc21)N/N=C/c1ccc(Cl)cc1Cl
    9.2	-9.7
CC12CC(c3ccccc3O1)N(C(=O)c1ccc(Br)o1)C(=O)N2c1ccccc1 (configuration not stated)
    -25.7	5.2
Cc1ccccc1NC(=S)N1CCN(c2ccccc2C)CC1
    -8.0	-4.5
CC1(C)Cc2ccccc2-c2nnc(C(F)(F)F)n21
    -22.0	9.3
COc1ccc(CNCc2cn(-c3cccc(F)c3)nc2-c2ccc(C)o2)cc1
    11.0	4.8
Cc1sc(NC(=O)CSc2nnc(C(C)C)n2C)c(C#N)c1C
    0.3	-4.9
Cc1cccc(-c2nsc(SCC(=O)N3CCCC3)n2)c1
    6.2	7.0
Cn1c(=O)c2cc(NC(=O)CC(C)(C)C)ccc2n1-c1ccccc1F
    2.7	12.5
O=C(NCC1CCCO1)c1cc2n(n1)C(C(F)(F)F)CC(c1ccc(Br)cc1)N2 (configuration not stated)
    12.5	-6.6
O=C(N/N=C/c1ccc([N+](=O)[O-])o1)C1CCCC1
    -9.1	0.8
CC1=C(C(=O)N(C)C)CC(CC(=O)NC(c2ccccc2)c2ccccc2)C(=O)N1CCCN1CCCC1=O (configuration not stated)
    -0.8	-1.4
COCc1c(Br)c(C)nc(OCC(=O)N/N=C/c2ccco2)c1C#N
    -7.1	-0.9
COc1ccc(NC(=O)c2cccnc2N2CCOCC2)cc1
    6.7	4.2
COCCNc1nc(NCc2cnc(C)cn2)c2sccc2n1
    1.8	-1.9
CCCn1c(SCC(=O)Nc2ccccc2-c2ccccc2)nnc1-c1ccoc1C
    24.1	-10.5
CCOc1ccc(NC(=O)C(C)Oc2ccccc2C(=O)Nc2cccc(Cl)c2Cl)cc1 (configuration not stated)
    11.0	5.7
Cc1ccc(-c2cc(C(=O)Nc3ccc4c(c3)OCCO4)c3ccccc3n2)cc1
    25.9	-9.1
COc1ccc(/C=C/C(=O)NC2=NCCS2)cc1OC
    -3.7	11.4
CC1CCN(S(=O)(=O)c2ccc(NC(=O)c3ccncc3)cc2)CC1
    0.2	8.7
CCOC(=O)CSc1nc(C)c(C(=O)OCC)s1
    13.3	-4.5
CCCCC#Cc1ccc(C(=O)NNC(=O)Nc2cc(Cl)cc(Cl)c2)o1
    5.0	-0.2
Cc1c(C(=O)N2CCN(c3ncccn3)CC2)oc2ccc(Cl)cc12
    -1.2	2.0
COc1ccccc1Nc1nc(N)nc(CN2CCN(c3ccccc3)CC2)n1
    -14.4	14.6
COc1ccc(-c2csc(NC(=S)NC(=O)c3ccccc3)n2)cc1Br
    -1.6	6.4
COc1ccccc1C(=O)NNC(=O)c1ccc(NC(=O)c2ccccc2)cc1
    0.9	4.6

An excerpt; count on the stated rates, not on these rows.
